Compound activity deposited in PubChem by National Center for Advancing Translational Sciences (NCATS).
HTT aggregate – mutant huntingtin aggregation inhibition; PC12 HttQ103-GFP aggregates, Acumen cytometry, 40 h; Potency, µM (titrated, usually from 46.1 µM), for the others: at the highest dose activity change, negative = inhibition, usual class: inhibitors; actives 1.1% (n = 220,000); AID 1688; further: on the % scale 0 is the no-effect control and ±100 the full control effect; nearly all actives have a fitted effect of over 60% in size
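Ecdysone-promoter PC12 model expressing HTT exon 1 Q103 fused to GFP, induced by tebufenozide at 100 nM final. Compounds titrated; aggregates sized 1–25 µm scored on a 488 nm laser cytometer.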
SMN2 splice enh – SMN2 splice variant enhancement | HEK293 SMN2-luciferase splicing reporter, luminescence, 30-36 h | Potency, µM (highest dose often 46.1 µM), for inactives: top-dose activity change, positive = activation, usual class: activators | actives 2.8% (n = 210,000) | AID 1458; further: % of control where 0% means no effect; nearly all actives have a fitted effect of over 55% in size
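HEK293 cells carry an SMN2 […]–luciferase reporter in which exon 7 inclusion puts luciferase in frame. Cells were plated 10-12 h before compound addition, then incubated 30-36 h at 37C. ONE-Glo luminescence was read; sodium butyrate at 4.5 mM final served as control.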
ALDH1A1 inh – ALDH1A1 (human) enzyme inhibition. Potency, µM (titrated, usually from 75.3 µM), for the others: at the highest dose activity, negative = inhibition, usual class: inhibitors. actives 7.3% (n = 220,000). Purified ALDH1A1, NADH fluorescence, propionaldehyde substrate. AID 1030; active means well fitted inhibition curve with a large enough effect, not every such curve was filed as active; inconclusive means small, poorly fitted or top-dose-only effect, or another doubt; inactive means no such curve, though single readings can be large or run the other way;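 further: plate controls were no enzyme wells and a reference inhibitor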
Target sequence (P00352 whole entry, looked up): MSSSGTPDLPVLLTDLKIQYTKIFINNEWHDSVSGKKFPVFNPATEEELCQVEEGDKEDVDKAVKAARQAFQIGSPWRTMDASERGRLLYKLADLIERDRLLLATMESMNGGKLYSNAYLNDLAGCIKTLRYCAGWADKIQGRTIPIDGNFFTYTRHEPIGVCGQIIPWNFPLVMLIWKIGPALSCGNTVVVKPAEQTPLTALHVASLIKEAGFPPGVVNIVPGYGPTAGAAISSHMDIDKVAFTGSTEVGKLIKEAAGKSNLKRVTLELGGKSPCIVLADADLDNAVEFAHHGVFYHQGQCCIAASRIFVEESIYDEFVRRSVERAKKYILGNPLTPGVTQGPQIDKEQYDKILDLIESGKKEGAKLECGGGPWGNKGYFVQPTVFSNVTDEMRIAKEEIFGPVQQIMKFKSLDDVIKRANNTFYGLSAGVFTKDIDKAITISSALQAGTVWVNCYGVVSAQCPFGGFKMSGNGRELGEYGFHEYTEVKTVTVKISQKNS
HTT ATP protect – protects HTT-Q103 PC12 cells, measured by ATP. PC12 HTT-Q103 induced, cytoprotection, ATP luminescence, 40 h. Potency, µM (titrated, usually from 56.4 µM), for inactives: cytoprotection (ATP increase), actives largely listed as activators. actives 0.14% (n = 230,000). AID 1471;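 further: % of control where 0% means no effect; nearly all actives have a fitted effect of over 45% in size; toxic huntingtin expression switched on by the ecdysone agonist tebufenozide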
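PC12 cells with ecdysone-inducible HTT exon 1 Q103-GFP, induced with 100 nM tebufenozide and co-treated with library compounds in a dose series (1536-well, 1500 cells/well). Cytoprotection read as ATP content by ATPlite luminescence.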
Tau fibril ThT – blocks human tau fibril formation measured by thioflavin T | P10636 | recombinant tau K18 P301L, heparin-induced fibrillization, ThT fluorescence | Potency, µM (highest dose often 57.4 µM), for the others: at the highest dose activity, negative = inhibition, most hits filed as inhibitors | actives 2.1% (n = 270,000); further: on the % scale 0 is the no-effect control and ±100 the full control effect; nearly all actives have a fitted effect of over 55% in size
Target sequence (P10636 561-689 P618L limits assumed): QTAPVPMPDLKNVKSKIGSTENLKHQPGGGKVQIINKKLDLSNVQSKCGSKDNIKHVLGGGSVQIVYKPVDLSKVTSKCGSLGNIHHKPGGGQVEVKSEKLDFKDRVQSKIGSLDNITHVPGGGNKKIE
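Recombinant human tau K18 fragment […] carrying P301L, 15 uM unlabeled plus 0.24 uM Alexa 594-labeled, was fibrillized with 20 uM heparin in 100 mM sodium acetate pH 7 for 6 hr at 37 C; 30 uM ThT fluorescence read after 1 hr.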
Tau FP inhib – blocks human tau fibril formation measured by polarization; P10636; AID 1468; actives 0.39% (n = 280,000); Potency, µM (doses to about 57.7 µM), for inactives: at the top dose activity, negative = inhibition, usual class: inhibitors; K18 P301L tau heparin fibrillization, Alexa594 FP, 6 h; further: on the % scale 0 is the no-effect control and ±100 the full control effect; nearly all actives have a fitted effect of over 55% in size
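Human tau K18 […] P301L fragment, 15 uM unlabeled plus 0.24 uM Alexa 594-labeled tau (final), with compound and 20 uM heparin in 100 mM sodium acetate pH 7; 6 hr at 37 C, then Alexa 594 FP read.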
Tau fluor cs – counter-screen for tau fibril formation inhibitors; tau K18 P301L Alexa594 fluorescence, heparin fibrillization; Potency, µM (doses to about 57.7 µM), inactives show at the top dose activity change, negative = decrease; actives 0.93% (n = 280,000); further: on the % scale 0 is the no-effect control and ±100 the full control effect; nearly all actives have a fitted effect of over 55% in size
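Human tau K18 P301L (15 uM unlabeled, 0.24 uM Alexa 594-labeled) in 100 mM sodium acetate pH 7 with 20 uM heparin, 6 hr at 37 C. ThT 30 uM added, 1 hr ambient; Alexa 594 FP and total fluorescence read at 555/632 nm.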
KDM4E inh – blocks human JMJD2E demethylase activity | B2RXH2 | JMJD2E catalytic domain, FDH-coupled NADH fluorescence (FDH is formaldehyde dehydrogenase) | Potency, µM (highest dose often 57.1 µM), for inactives: top-dose activity change, negative = inhibition, actives largely listed as inhibitors | actives 1.6% (n = 230,000); active means well fitted inhibition curve with a large enough effect, not every such curve was filed as active; inconclusive means small, poorly fitted or top-dose-only effect, or another doubt; inactive means no such curve, though single readings can be large or run the other way;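 further: 0% = wells with enzyme and -100% = buffer wells without enzyme; nearly all actives have a fitted effect of over 50% in size; many of its hits are not listed in these tables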
Target sequence (B2RXH2 1-337 limits assumed): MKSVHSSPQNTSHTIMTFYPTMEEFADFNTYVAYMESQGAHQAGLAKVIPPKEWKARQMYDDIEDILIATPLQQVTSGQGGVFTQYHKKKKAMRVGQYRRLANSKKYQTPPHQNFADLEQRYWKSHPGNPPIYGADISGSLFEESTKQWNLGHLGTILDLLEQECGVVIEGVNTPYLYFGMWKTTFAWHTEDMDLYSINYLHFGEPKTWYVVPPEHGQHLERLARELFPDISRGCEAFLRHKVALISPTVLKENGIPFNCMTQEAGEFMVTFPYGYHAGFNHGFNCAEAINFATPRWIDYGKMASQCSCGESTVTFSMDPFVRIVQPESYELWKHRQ
* hit, by the source's call; ? = inconclusive; / = no result given; & = joins results of further samples; [ ] = another dose, or the depositor's remark. Unless noted, the call rests on the fitted dose curve; in most records, active means well fitted curve in the direction sought with a large enough effect; inconclusive means small, poorly fitted or top-dose-only effect, or another doubt; inactive means no such curve, though single readings can be large; an effect the other way counts as inactive or inconclusive. Potency means the concentration at half of the fitted maximal effect. These rows are one share of the data; count on the stated rates, not on these rows.

Every second line gives: HTT aggregate	SMN2 splice enh	ALDH1A1 inh	HTT ATP protect	Tau fibril ThT	Tau FP inhib	Tau fluor cs	KDM4E inh
O=C(Nc1ccccc1)C1=C(O)CC(c2ccco2)CC1=Nc1ccccc1 (stereo unspecified)
    /	-9%	0%	-25%	-3%	-3%	-9%	-5%
COc1ccc(-n2c(=O)[nH]c3c(C(N)=O)nc(C4CCCCC4)nc32)cc1
    6%[9.22 µM]	8%	3%	-31%	-7%	-3%	-7%	8%
O=C(NCc1ccc2c(c1)OCO2)c1ccc(S(=O)(=O)N2CCOCC2)cc1
    -15%	2%	0%	-21%	-4%	0%	-7%	11%
CC(NC(=O)C1CCN(S(=O)(=O)N2CCC3(CC2)OCCO3)CC1)c1ccccc1 (stereo unspecified)
    -17%	7%	-6%	-24%	-10%	-1%	-14%	3%
O=C(Nc1ccc(F)c(Cl)c1)C1CCCN(c2cnccn2)C1 (stereo unspecified)
    /	-6%	/	/	5%	-8%	-17%	/
Cc1cc(CN2CCCC(CNC(=O)c3ccc(F)cc3)C2)cc(C)c1O (stereo unspecified)
    1%[9.22 µM]	/	0%	8%[10 µM]	-9%	-2%	-8%	-8%
O=C(O)C1CCN(c2ccc(Cl)nn2)CC1
    ?	-8%	5%	-19%	-1%	0%	-3%	-1%
C=CCOc1cccc(C2C(C(=O)c3cccs3)=C(O)C(=O)N2Cc2cccnc2)c1 (stereo unspecified)
    17%[9.22 µM]	/	5%	9%[10 µM]	10%	9%[2.34 µM]	15%	2%
Cc1ccccc1-n1c(C)c(C#N)c(=O)c(-[n+]2ccccc2)c1[S-]
    -7%	11%	-11%	0%	1%	-8%	2%	-5%
C=CCOC(=O)C1=C(C)NC(C)=C(C(=O)OCC=C)C1c1ccco1
    -10%[9.22 µM]	/	/	-5%[10 µM]	4%	0%	-21%	-27%
COc1ccccc1NC1=C(N2CCCCC2)C(=O)c2ccccc2C1=O
    13µM*	-105%[inhibitor]	10µM*	-49%[inhibitor][10 µM]	13µM*	?	?	-25%
CN1C2CCC1CC(NC(=O)CSCc1ccc(Cl)cc1Cl)C2 (stereo unspecified)
    0%[9.22 µM]	/	/	2%[10 µM]	-8%	?	-5%	-2%
COc1ccc(NS(=O)(=O)c2ccc3c(c2)n(C)c(=O)n3C)cc1
    -24%	-13%	-10%	4%[10 µM]	-4%	?	-14%	3%
CN(C)CCCn1c(N)c(C#N)c2nc(C#N)c(C#N)nc21
    4%	?	?	-12%[10 µM]	?	?	-21%	?
O=C(O)c1cc(Cl)c2ccccc2c1O
    ?	7%	?	-17%	?	9%	-12%	?
O=C(CCS(=O)(=O)c1ccccc1Cl)NCc1ccc(F)cc1
    -7%[9.22 µM]	/	?	-7%[10 µM]	-2%	-3%	0%	-4%
CCOc1ccc(NC(=O)CSc2nnc(C3CC3)n2N)cc1
    19%	-11%	-14%	-7%[10 µM]	?	4%	-6%	3%
Brc1ccccc1OCCCN1CCCCCC1
    5%[9.22 µM]	/	?	2%[10 µM]	4%	-5%	12%	?
COC(=O)c1cccc(C(=O)N2CCCC(CNC(=O)c3ccccc3Cl)C2)c1 (stereo unspecified)
    -11%[9.22 µM]	/	/	8%[10 µM]	-5%	1%	0%	-4%
N#Cc1ccc(OCC(=O)OCC(=O)NCCC2=CCCCC2)cc1
    -14%	2%	-6%	-3%[10 µM]	-12%	3%	-12%	2%
CCOc1ccc(NCCC#N)cc1
    -10%	-9%	-4%	-6%	-1%	4%	6%	-3%
CCO[C@@H]1OC(C(=O)NCc2nc3ccccc3[nH]2)=C[C@H](c2cn(C(C)=O)c3ccccc23)[C@H]1CCCO
    15%[9.22 µM]	/	?	-24%[10 µM]	-16%	2%	-24%	-1%
NC(=S)NCc1cccnc1
    -9%[9.22 µM]	/	1%	5%[10 µM]	-2%	-5%	3%	11%
CC(=O)Oc1c(/C=C(\C#N)C(N)=O)[nH]c2ccccc12
    8%	5%	-2%	/	-5%	-3%	-6%	7%
O=C(CSc1ncnc2ccccc12)Nc1cc(S(=O)(=O)N2CCCCC2)ccc1Cl
    21%	-34%[inhibitor]	5%	/	-13%	2%	-24%	-2%
Cc1occc1C(=O)N1CCN(C(c2ccccc2)c2ccccc2)CC1
    20µM*	-11%	?	-17%[10 µM]	-2%	6%	12%	-14%
CCCCN1CN(Cc2ccco2)CNC1=S
    -1%	0%	1%	37%[10 µM]	-1%	-4%	4%	-8%
O=C(O)C1NCCc2ccccc21 (stereo unspecified)
    -26%	-7%	-11%	-3%	-6%	2%	1%	-9%
CCN(CC)c1ccc(C=C2C(=O)OC3(CCCC3)OC2=O)cc1
    1%	-1%	0.71µM*	?	-17%	9%	-5%	-12%
CCN(c1ccccc1)S(=O)(=O)c1ccc(OC)c(NS(=O)(=O)c2cccs2)c1
    -9%	7%	-8%	-36%[inhibitor]	-3%	0%	-10%	-6%
COc1cccc(NC(=O)CN(CCc2ccccc2)S(=O)(=O)c2ccc(Cl)cc2)c1
    /	-13%	/	/	2%	?	?	/
CCOC(=O)c1ccc(S(=O)(=O)NNC(=O)c2ccc3c(c2)nc(C)n3CC)cc1
    2%	12%	?	?	1%	0%	-2%	-10%
COc1ccc(S(=O)(=O)Nc2nc(C(F)(F)F)cs2)cc1
    4%	22%	-6%	-14%	-13%	4%	-1%	-11%
CC(C)[C@@H]1NC(=O)N(c2ccc(Oc3ccccc3)cc2)C1=O
    -31%	-22%	-14%	0%[0.074 µM]	-3%	-2%	-7%	2%
CC(C)Nc1nc(NC(C)C)nc(OCCOC(=O)Nc2ccccc2)n1
    11%	7%	6%	-17%	-6%	1%	-17%	-3%
O=C(CS(=O)(=O)c1c[nH]c2ccccc12)N1CCc2ccccc21
    -15%[9.22 µM]	/	-2%	-4%[10 µM]	-7%	-5%	-16%	-9%
CCC(C(=O)Nc1ccc2c(c1)OCCO2)c1ccccc1 (stereo unspecified)
    4%	0%	-5%	?	-13%	5%	-14%	13%
Nc1ccc2oc(-c3ccccc3Cl)cc(=O)c2c1O
    ?	11µM*	1%&-11%	/	?	?	?	2%
COc1ccccc1NC(=O)Nc1nc(-c2cccnc2)nc2ccccc12
    /	-10%	7%&-4%	-41%[inhibitor]	?	-7%&-5%	-12%&-10%	2%
Cn1cccc1/C=N/NC(=O)Cc1cccc2ccccc12
    ?	-50%[inhibitor]	-7%	6%	-14%	-3%	-25%	-1%
CC1CCN(C(=O)CSc2nc3[nH]ncc3c(=O)[nH]2)CC1
    -13%	-10%	11µM*	30%[10 µM]	-1%	13%	4%	-1%
O=C(N/N=C/c1c[nH]c2ccccc12)c1cc(-c2cccc3ccccc23)n[nH]1
    ?	18%	16%	8%[10 µM]	?	4%	10µM*[quencher]	?
CC1(C)CC(n2c(NCCO)nc3c(c2=O)C2(CCCC2)Cc2ccccc2-3)CCO1 (stereo unspecified)
    12%	-13%	?	-14%	-13%	-4%	-15%	?
Cn1c(Br)nc2c1c(=O)n(CC(O)COc1ccccc1)c(=O)n2C (stereo unspecified)
    -10%	4%	6%	-23%	-5%	1%	-2%	3%
O=C(COC(=O)c1cccnc1)Nc1ccc(F)cc1
    -19%	21%	-4%	-6%[10 µM]	-1%	-2%	-5%	5%
Cc1ccccc1Oc1ccc(S(=O)(=O)NCCC(=O)O)cc1
    3%	-1%	8%	13%[10 µM]	-10%	2%	-11%	-1%
CC(=O)N1CCN(CC(O)COc2ccc(OCc3ccccc3)cc2)CC1 (stereo unspecified)
    -30%	-16%	11%	13%	-17%	-4%	1%	2%
Cc1ccc(CNC(=O)C2CCCN(c3nn4c(=O)cc(C)nc4s3)C2)cc1 (stereo unspecified)
    -8%	-26%	?	-10%	-4%	-2%	-4%	-4%
COC(=O)c1ccc(-c2nc(O)c3cnccn23)cc1
    12%	11%	7%	2%[10 µM]	?	-11%	-16%	0%
Cc1nn(CC(=O)NCc2ccccc2)c(=O)c2ccccc12
    6%	1%	6%	6%	-1%	-5%	0%	2%

Additional compounds follow:
Every second line gives: HTT aggregate	SMN2 splice enh	ALDH1A1 inh	HTT ATP protect	Tau fibril ThT	Tau FP inhib	Tau fluor cs	KDM4E inh
Cn1c(CNS(=O)(=O)c2ccc(Cl)cc2)n[nH]c1=S
    6%	-3%	0%	3%	0%	-4%	-1%	2%
Cc1cc(C)n2nc(CNC(=O)c3cccc(N(C)C)c3)nc2n1
    /	?	/	/	?	-14%	-4%	/
Nc1cc2c(cc1[N+](=O)[O-])OCCOCCOCCO2
    7%[9.22 µM]	/	-1%	-2%[10 µM]	?	2%	-14%	7%
CC(C)(C)C(=O)Cn1ncc(Br)c(Br)c1=O
    14%[9.22 µM]	-99%[inhibitor]	7.9µM*	-215%[inhibitor]	?	-13%	-2%	2%
CCOC(=O)C1=C(C)OC(N)=C(C#N)C1c1cncc(-c2ccc(F)cc2)c1 (stereo unspecified)
    4%	-3%	?	5%[10 µM]	-12%	-1%	-3%	?
O=C(Nc1cc(S(=O)(=O)N2CCCC2)ccc1OCC(F)(F)F)c1ccc(F)cc1
    6%	0%	?	-17%[0.074 µM]	-3%	-11%	-7%	-4%
CC(=O)Nc1ccc(S(=O)(=O)NCCSCc2cccc(Cl)c2)cc1
    5%	-21%	-4%	5%[10 µM]	5%	-6%	-21%	-3%
CCc1ccc(-c2nc(CSCC(=O)N3CCN(c4ncccn4)CC3)c(C)o2)cc1
    11µM*	-81%[inhibitor]	?	-2%	?	3%	-8%	-17%
COc1ccc(OCCn2nnc3sc4c(c3c2=O)CCC(C(C)(C)C)C4)cc1 (stereo unspecified)
    /	39%	/	/	-18%	0%	-16%	/
